Yfh1-depleted yeast – enhancers of respiration in Yfh1-depleted yeast, dose response, Friedreich's ataxia, plus single-dose screen (AID 1465); S. cerevisiae Yfh1-off respiration, WST-1 reduction, 72 h; higher fold induction means a stronger effect; fold induction at 50 µM, or EC50 in µM where a hit was titrated; hit rate 0.074% among 220,000;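 active = fold induction of absorbance versus untreated yeast above a set limit, then at least 30% activation at any dose in follow-up; inconclusive = repeats straddling the limit, or above it without dose testing; inactive = fold induction below the set limit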;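 note: activators that raise dye reduction in frataxin-depleted yeast; strong numbers were not always called active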
CSM14.1 death rescue – rescue of cells from ER stress-induced death, primary screen, 384-well, CSM14.1, thapsigargin, ATP luminescence (AID 1222); 190,000 tested, under 10 active; cellular ATP content (survival), % at 20 µM; hits with a dose series show EC50 in µM; CSM14.1 thapsigargin-induced death rescue, ATP luminescence; higher % means a stronger effect;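 active = EC50 below 50 µM in the dose-response confirmation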;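 note: death triggered by thapsigargin at about 15 µM added after 2 h compound pretreatment; cell ATP read after overnight thapsigargin exposure of roughly 18 to 22 hours; normalized against plate controls of thapsigargin alone and 5% DMSO vehicle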
Autophagy mod – autophagy modulators in MEF cells, primary screen, imaging, high-content, MEF GFP-LC3. MEF GFP-LC3 puncta imaging; test concentration mostly 10 µM. calls only at 10 µM (by protocol). hit rate 0.98% among 190,000;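 active = percentage of spot-positive cells more than 3 SD above its plate mean, without a fluorescence outlier flag or 80% toxicity; inconclusive = no clear call, values can overlap the other calls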;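 note: spot-positive cell cutoff set from DMSO-treated cells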
MT stabilizer – microtubule stabilizers in HeLa cells, primary screen, imaging, high-content imaging; HeLa tubulin immunostaining HCS, 24 h; share of cells brighter than vehicle mean+2SD; % tubulin-high responders, % at 10 µM; hit rate 0.83% among 200,000; AID 2205, 2009;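 active = plate Z-score above 3 for both tubulin-high and condensed-nucleus cell shares, with cell loss under 80%, at 10 µM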;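 note: anti alpha tubulin signal scored within the nucleus-defined area of each cell; some results filed as inactive read as strong as hits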
P. falciparum M1AAP – P. falciparum M1AAP inhibitors, biochemical, fluorogenic H-Leu-NHMec substrate, 1536-well (AID 1445). Aminopeptidase N (Plasmodium falciparum (isolate 3D7)). recombinant M1AAP, H-Leu-NHMec fluorogenic kinetic assay; higher % means a stronger effect. one-dose inhibition, % at 30 µM; IC50 in µM for titrated hits. hit rate 0.42% among 220,000;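 active = primary inhibition above the hit cutoff, then over 50% inhibition at one or more dose response concentrations, cut at about 23% in these data, passing the limit was not always enough; inconclusive = conflicting primary data, or primary hits not chosen for dose response; inactive = low primary inhibition, or under 50% at every dose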;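 note: plate controls were DMSO full reaction for no effect and no enzyme background for full effect; strong numbers were not always called active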
Dynein transport – inhibitors of GR-EGFP nuclear translocation, primary screen, dynein cargo transport inhibitor project, imaging, high-content, 3617.4 mouse cells; z-score, hits read low; hit rate 0.47% among 220,000; AID 1381, 2008; test concentration mostly 20 µM; stimulated with dexamethasone, 1 µM; active compounds read low;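 active = plate z-score of nuclear minus cytoplasmic receptor signal below a set negative limit, without overly bright fluorescence or cell loss, cut at about -3.5 in these data, passing the limit was not always enough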;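 note: z-score of nuclear minus cytoplasmic ring GR-EGFP intensity difference per well; some compounds called inactive have numbers as strong as hits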
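Schedule: 48 h induction, then 1 h compound, then 30 min agonist, 37 °C. Buffer or medium: tetracycline-free induction medium containing charcoal-stripped FBS. Reagent: 1.0 µM final dexamethasone stimulus. Evaluation: nuclear versus cytoplasmic GR-EGFP signal, averaged per well. Signal: high-content fluorescence imaging after fixation.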
Ins promoter up – insulin promoter activators in MIN6 cells, imaging, high-content screening, mouse beta cells | hit rate 0.3% among 190,000 | AID 1625, 2009 | MIN6 insulin promoter-GFP reporter; active compounds read high | z-score at 5 µM;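 active = z-score above 3 at 5 µM with at least 500 cells counted in the well; inconclusive = wells under 500 cells, flagged as cytotoxic or low count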
Hep lipid drop – inhibitors of hepatocyte lipid droplet formation, primary screen, imaging, high-throughput imaging, BODIPY stain. hit rate 0.4% among 240,000. AML12 mouse hepatocytes, oleate lipid droplets. inhibition, % at 6.5 µM;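 active = lipid droplet intensity inhibited by at least 50%, with more than 500 cells counted; inconclusive = wells with under 300 cells, treated as cytotoxic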
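Technique: fluorescence imaging, 20x objective, two fields per well / Assay system: AML12 hepatocytes (mouse) / Measure: % inhibition of lipid droplet signal / Doses: 6.5 µM single-point dosing / Incubation: overnight exposure / Reagent: 100 µM oleic acid challenge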
P. falciparum M17LAP – P. falciparum M17LAP inhibitors, primary screen, biochemical, fluorogenic H-Leu-NHMec substrate, 1536-well (AID 1619). inhibition, % at 30 µM, or IC50 in µM where a hit was titrated. hit rate 0.38% among 220,000. recombinant M17LAP, H-Leu-NHMec fluorogenic kinetic assay; higher % means a stronger effect;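 active = compound inhibiting the enzyme by more than half at any dose during confirmatory dose-response retesting; inconclusive = strong single-dose inhibitors picked by rank but not retested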;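 note: plate controls were full reaction with DMSO carrier for no effect and no enzyme background for full effect; strong numbers were not always called active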
Dynein transport cytoplasmic EGFP – also measured in Dynein transport; calls as there; z-score; measured here: cytoplasmic GR-EGFP intensity; active compounds read high
Dynein transport nuclear GR-EGFP – recorded beside Dynein transport, whose call it bears; z-score; measured here: nuclear GR-EGFP intensity;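 lower value marks the stronger effect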
Dynein transport cell count – further read-out of Dynein transport, marked with its call; z-score; measured here: cell count per field
Ins promoter up cell count – also measured in Ins promoter up; calls as there; cell count; measured here: cytotoxicity, nuclei count;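 total cells summed across four imaged fields per well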
Hep lipid drop cells 6.5 µM – also measured in Hep lipid drop; calls as there; cell count; measured here: cell count, cytotoxicity flag;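 cells counted across two imaged fields per well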
MT stabilizer Hoechst-high % – second read-out of MT stabilizer, no call of its own (marks repeat the call); % Hoechst-high responders; measured here: nuclear condensation Hoechst responders;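 share of cells brighter than vehicle mean plus two SD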
MT stabilizer cytotoxicity % – also measured in MT stabilizer; calls as there; toxicity, %; measured here: cytotoxicity by cell density;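 0% = mean cell density of plate MIN control wells and 100% = no cells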
Autophagy mod cell loss 18 h – also measured in Autophagy mod; calls as there; toxicity, %; measured here: cell loss, nuclei count;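 cell loss after 18 h compound exposure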
* = called active by the depositor; i = inactive; ? = inconclusive; nt = no result given; + = active, no number.

smiles,MT stabilizer,MT stabilizer Hoechst-high %,Dynein transport cytoplasmic EGFP,MT stabilizer cytotoxicity %,Ins promoter up,P. falciparum M1AAP,Hep lipid drop cells 6.5 µM,Autophagy mod cell loss 18 h,Dynein transport,Yfh1-depleted yeast,Ins promoter up cell count,Dynein transport nuclear GR-EGFP,CSM14.1 death rescue,Dynein transport cell count,Autophagy mod,Hep lipid drop,P. falciparum M17LAP
CCc1nnc(NC(=O)c2ccncc2)s1,3.0,2.9,-0.24,1.8,0.69,1%,nt,-6,-1.2,i,1176,-0.19,-0.3%,2.2,i,nt,23%
NC(=S)Nc1cccc2cnccc12,1.3,1.5,-0.11,3.2,-0.56,2%,685,1,0.81,i,1731,0.72,-0.5%,-0.58,i,-6,-1%
O=C1NC(c2ccccc2)C(C(=O)c2cccs2)C(O)(C(F)(F)F)N1 (centres undefined),1.5,1.2,-0.2,1.9,1.1,7%,nt,2,0.21,i,1458,-0.057,0.7%,-0.17,i,nt,12%
Cc1c(Cl)cccc1NC(=O)Nc1cc(C(C)(C)C)nn1C,nt,nt,-0.23,nt,-0.7,9%,639,nt,0.98,i,1463,0.31,nt,-1.1,nt,2,4%
C=CCNc1nc(N2CCCCC2)c(C#N)c2c1CN(Cc1ccccc1)CC2,2.3,1.6,-0.37,11,-0.19,6%,nt,18,-0.81,i,1186,-0.13,2.1%,0.38,i,nt,6%
O=C(CCNC(=O)c1ccccc1Cl)Nc1nccs1,4.9,1.6,-0.33,5.4,0.09,11%,755,-6,0.2,i,1239,-0.4,-11%,-0.37,i,4,2%
CN(C)CCNC(=O)Nc1ccc(F)cc1F,3.5,1.9,-0.24,13,-0.53,8%,679,10,-0.79,i,1668,-0.49,-2.8%,0.71,i,-1,3%
CCCC(c1nnnn1Cc1ccco1)N1CCN(c2ccccc2)CC1 (centres undefined),0.7,1.1,-0.21,7.3,-0.38,2%,694,-9,0.14,i,1600,0.32,1.0%,0.0073,i,-3,-10%
COC(=O)C1CCC(C)(C(=O)Nc2ccccc2)C1(C)C (centres undefined),4.4,2.4,-0.23,6.5,-0.32,1%,nt,-4,-0.28,i,1669,0.25,-2.5%,-0.22,i,nt,-1%
Cc1cn2c(nc1=O)OC1CC2OC1CO (centres undefined),nt,nt,-0.28,nt,nt,9%,738,nt,-0.52,i,nt,0.52,nt,-0.44,nt,9,10%
COc1cccc2cc(C(=O)NCc3ccccn3)c(=O)oc12,3.2,1.7,-0.096,3.0,0.64,4%,770,-10,-0.31,i,1180,0.15,-0.1%,-0.8,i,22,-4%
CC1S/C(=C(\C#N)C(=O)NCc2ccco2)N(Cc2ccco2)C1=O (centres undefined),1.5,3.5,-0.19,16,-1.2,16%,nt,-10,-0.03,i,1153,0.42,0.0%,0.62,i,nt,20%
Cc1c(NC2(C#N)CCCCC2)c(=O)n(-c2ccccc2)n1C,2.6,2.2,-0.2,7.6,0.81,6%,727,-8,0.41,i,1380,0.11,0.7%,-0.42,i,0,3%
O=C(N/N=C/c1ccncc1)c1cc(Br)ccc1OCc1ccccc1,5.9,2.3,-0.098,4.3,2.5,6%,670,6,-0.69,i,1384,-0.6,0.3%,0.55,i,-4,15%
CNc1ccncc1S(=O)(=O)NC,3.8,3.4,0.96,5.5,0.21,1%,686,-4,-1,i,1220,-0.33,-1.3%,-0.14,i,-2,-1%
COc1cc(C(=O)Nc2nnc(CC(C)(C)C)s2)c([N+](=O)[O-])cc1OC,3.0,2.4,-0.29,6.4,0.19,4%,768,8,-0.42,i,1255,0.37,0.2%,0.66,i,16,21%
O=C(NCCc1ccc(Cl)cc1)c1n[nH]c2ccccc12,3.5,2.0,-0.29,22,-0.15,0%,699,4,1.6,i,1164,0.88,1.0%,-0.67,i,-9,-3%
Cc1cc(C(C)(C)C)ccc1OCCN(C)C,1.5,2.3,-0.19,12,-0.1,11%,nt,1,0.076,i,1304,0.017,-0.8%,-0.21,i,nt,0%
CC(=O)Nc1c(C(=O)O)oc2ccc(Cl)cc12,4.0,2.0,-0.27,8.8,-0.17,-1%,nt,12,-0.027,nt,1476,0.3,-0.2%,-0.0023,i,nt,10%
C1CCCC(N2CCNCC2)CC1,2.9,1.5,-0.28,3.9,nt,4%,727,-4,-0.55,i,nt,-0.23,-0.8%,0.24,i,-6,3%
CCc1c(-c2ccccc2)nc(N)c(C#N)c1-c1cccs1,2.5,1.4,-0.24,3.6,-0.36,2%,nt,2,0.62,i,1551,-0.68,-0.9%,1.3,i,nt,8%
O=C(C1CCC(CNc2c(N3CCCC3)c(=O)c2=O)CC1)N1CCc2ccccc21 (centres undefined),nt,nt,-0.14,nt,-0.4,8%,672,nt,-0.12,i,1031,0.33,nt,0.66,nt,36,9%
C/C(=N/NC(=O)c1cccs1)c1ccc(NC(=O)COc2ccc(Cl)cc2Cl)cc1,2.2,2.0,-0.16,10,0.8,-2%,nt,-26*,-0.78,i,1454,0.22,-0.7%,0.48,+,nt,-8%
O=C(O)c1ccccc1SCC(=O)N1CCc2ccccc21,3.0,3.5,-0.29,6.2,0.37,3%,695,-2,-1.2,i,1230,-0.13,-0.8%,0.04,i,8,2%
O=C(CSc1nnnn1C1CCCC1)NCCc1ccccc1,nt,nt,-0.25,nt,0.93,2%,707,nt,0.69,i,953,1,nt,-1.4,nt,-8,9%
Cc1ccc(Nc2nc(C3CC3)cs2)cc1,4.2,2.1,-0.16,9.5,nt,3%,715,-9,0.32,nt,nt,0.37,nt,-0.3,i,37,16%
CCC(=O)c1cc2c(cc1NC(=O)c1ccccc1)OCCO2,1.3,0.8,-0.049,10,nt,2%,707,6,0.0072,i,nt,-0.074,-3.6%,0.21,i,4,-5%
CCOC(=O)C1=C(N)n2c(s/c(=C/c3ccccc3)c2=O)=C(C(=O)OCC)C1c1ccccc1 (centres undefined),3.8,1.4,-0.11,8.3,-0.29,-3%,nt,-3,1.1,nt,1286,0.0096,0.1%,-0.36,i,nt,3%
O=C(CCc1ccc(S(=O)(=O)NCCc2ccccc2)cc1)Nc1ccc2c(c1)OCO2,1.5,1.1,-0.21,6.0,-0.4,6%,760,-13,-0.68,i,902,-0.0059,-4.6%,0.34,i,8,8%
Cc1c(Cl)cccc1NC(=S)NCc1ccc2c(c1)OCO2,2.6,2.0,-0.29,2.9,?,-2%,613,6,-0.13,i,nt,-0.41,-1.7%,-0.083,i,-17,-8%
CCCn1cc(C(CC(=O)O)C(=O)O)c2ccccc21 (centres undefined),1.8,1.5,-0.25,6.0,1.3,5%,737,-2,2,i,1169,1.2,-4.5%,-1,i,-7,13%
COc1ccc(N(Cc2cc3ccc(C)cc3[nH]c2=O)C(C)=O)cc1,5.7,5.8,-0.33,6.3,-0.23,5%,nt,1,0.052,i,1415,0.053,1.3%,0.26,i,nt,3%
CCOc1ccc(C(=O)N2CCn3c2nc2ccccc23)cc1,1.9,1.7,-0.19,1.3,-0.29,0%,740,-2,0.99,i,1664,0.15,2.5%,0.038,i,-2,-5%
O=C(N/N=C/c1ccco1)c1ccc(Br)o1,2.7,3.1,-0.075,10,-0.37,6%,nt,-14,0.36,i,1546,0.54,2.0%,0.68,i,nt,50%
O=C(COC(=O)c1ccc(Br)o1)Nc1cccc(S(=O)(=O)N2CCCCCC2)c1,2.3,1.2,-0.25,8.7,-0.49,1%,787,29,-0.61,nt,933,0.008,5.7%,0.95,i,-4,-6%
Cc1ccc(O)c(-c2cc(C(=O)NCc3ccccc3)[nH]n2)c1,5.2,2.8,-0.17,9.7,0.33,9%,645,4,1.6,i,1264,1.5,-3.7%,-0.99,i,-23,19%
O=C(NCCO)c1nc(NCCO)c2ccccc2n1,1.5,0.9,-0.074,2.7,0.02,9%,687,0,0.086,i,1600,-0.6,-2.1%,-0.52,i,29,7%
CS(=O)(=O)N1CC(C(=O)NC2CCCC2)Oc2ccc(Cl)cc21 (centres undefined),1.0,1.8,-0.2,6.3,-0.14,6%,nt,-5,-0.11,i,1538,-0.22,0.0%,0.38,i,nt,7%

Bioassay records: PubChem, several laboratories
